# CHRM1 PAM – potentiates human M1 receptor response to acetylcholine | P11229 | CHO-K1 hM1, Fluo-8 calcium fluorescence, ACh EC20; 0% = ACh EC20, 100% = maximal ACh | activation, % at 3 µM | 360,000 compounds, 0.088% hits | AID 588819; in the data active = activation above about 19%, passing the limit was not always enough
# Target sequence (P11229 whole entry, looked up): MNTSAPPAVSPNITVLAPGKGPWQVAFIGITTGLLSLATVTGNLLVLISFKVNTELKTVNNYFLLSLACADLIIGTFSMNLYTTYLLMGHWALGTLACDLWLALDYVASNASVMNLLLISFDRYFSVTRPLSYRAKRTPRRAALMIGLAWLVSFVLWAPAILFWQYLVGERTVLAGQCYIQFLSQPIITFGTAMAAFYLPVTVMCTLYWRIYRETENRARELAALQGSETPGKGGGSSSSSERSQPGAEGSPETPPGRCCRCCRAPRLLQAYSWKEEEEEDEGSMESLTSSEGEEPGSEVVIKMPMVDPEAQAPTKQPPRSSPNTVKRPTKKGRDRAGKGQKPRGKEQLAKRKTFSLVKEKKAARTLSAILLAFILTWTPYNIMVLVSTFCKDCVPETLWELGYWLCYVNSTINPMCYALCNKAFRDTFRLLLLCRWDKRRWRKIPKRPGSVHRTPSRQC
# CHRM1 agonist – agonists of human M1 muscarinic receptor. 360,000 compounds, 0.33% hits. CHO-K1 hM1, Fluo-8 calcium fluorescence, agonist mode; 0% DMSO, 100% acetylcholine EC100. P11229. activation, % at 3 µM;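 active = activation above the run's mean compound activation plus 3 SD, cut at about 16% in these data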;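 also: peak over basal fluorescence ratio within a 140 s kinetic read after compound addition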
# OXTR potentiator – potentiates the human oxytocin receptor response; P30559; CHO-OTR cells, Fluo-8 calcium fluorescence, potentiator mode; 0% = oxytocin EC15, 100% = EC100; activation, % at 3 µM; 320,000 compounds, 0.061% hits; AID 2445;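 active = activation above that plate's cutoff, the mean activation of tested compounds plus 3 SD, cut at about 6.6% in these data, passing the limit was not always enough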;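 also: 100% uses oxytocin at 75 nM as the full agonist control; some results filed as inactive read as strong as hits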
#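 Replication – single well per compound, singlicate · Assay system – CHO cell line stably expressing human OTR · Timing – 6 min pre-incubation, 100 s read · Measure – normalized max/min fluorescence ratio, % activation · Doses – 3.0 µM, one dose · Detection – Fluo-8 calcium dye fluorescence · Probe or stimulus – oxytocin near EC15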
# CHO-K1 Ca ag – nonselective activator or artifact in parental CHO-K1 cells; activation, % at 3 µM; Fluo-8 calcium fluorescence; scaled to maximal ATP response, vehicle zero; 360,000 compounds, 0.48% hits; AID 602248; in the data active = activation above about 15%;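 also: untransfected CHO-K1 host cells lacking M1 receptor as counterscreen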
# CHRM4 agonist – CHRM4 agonism in calcium assay | P08173 | CHO-K1 hM4/Gqi5, Fluo-8 calcium fluorescence; vehicle 0%, full acetylcholine response 100% | activation, % at 3 µM | 360,000 compounds, 0.14% hits;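 active = activation above the run mean over all test wells plus 3 SD, cut at about 32% in these data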;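 also: peak over basal fluorescence ratio per well then scaled between controls; 0% = DMSO wells and 100% = acetylcholine at EC100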
# Target sequence (P08173 whole entry, looked up): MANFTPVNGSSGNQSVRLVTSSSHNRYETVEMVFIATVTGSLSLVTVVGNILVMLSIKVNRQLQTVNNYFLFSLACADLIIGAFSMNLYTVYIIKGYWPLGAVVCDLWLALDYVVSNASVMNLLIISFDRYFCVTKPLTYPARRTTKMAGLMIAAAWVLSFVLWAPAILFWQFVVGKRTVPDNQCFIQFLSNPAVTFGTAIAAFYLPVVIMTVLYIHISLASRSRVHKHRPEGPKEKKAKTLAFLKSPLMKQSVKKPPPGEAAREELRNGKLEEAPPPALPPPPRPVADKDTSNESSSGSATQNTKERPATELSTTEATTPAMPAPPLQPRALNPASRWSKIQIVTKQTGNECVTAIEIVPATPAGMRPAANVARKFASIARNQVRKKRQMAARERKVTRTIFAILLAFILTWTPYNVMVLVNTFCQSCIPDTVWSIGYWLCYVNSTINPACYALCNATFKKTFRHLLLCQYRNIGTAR
# CHO parental Ca – counter-screen for OX1R antagonists: effect in parental CHO cells; parental CHO-K1, ATP-induced calcium, Fluo-8 fluorescence; inhibition, % at 5.6 µM; 330,000 compounds, 0.63% hits;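 active = inhibition above that plate's mean sample inhibition plus 3 SD, cut at about 26% in these data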;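 also: 0% = ATP-challenged DMSO wells and 100% = DMSO wells without ATP; some compounds past the cut are filed as inactive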
#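 test system = CHO parental line | reagent = ATP stimulus | measured by = intracellular calcium via Fluo-8 no-wash fluorescent dye | control set = ATP and no-ATP DMSO wells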
# CHO-K1 Ca antag – nonselective inhibitor or artifact in parental CHO-K1 cells. ATP-induced calcium, Fluo-8 fluorescence. inhibition, % at 3 µM. 360,000 compounds, 0.6% hits. AID 602250;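 active = inhibition above a per-plate cutoff, the plate's mean sample inhibition plus 3 SD, cut at about 24% in these data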;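 also: 0% = DMSO plus EC80 ATP and 100% = DMSO alone without ATP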
# CHRM1 antagonist – antagonists of human M1 muscarinic receptor | P11229 | CHO-K1 hM1, Fluo-8 calcium fluorescence, ACh EC80 antagonist | inhibition, % at 3 µM | 360,000 compounds, 1.3% hits | AID 588852;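 active = percent inhibition above its own plate's cutoff, namely the mean of that plate's compound wells plus 3 SD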;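 also: peak over basal fluorescence ratio during 140 s after agonist addition; 0% = ACh EC80 plus DMSO and 100% = DMSO alone without agonist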
# CHRM4 antagonist – CHRM4 antagonism in calcium assay; P08173; CHO-hM4 cells, ACh EC80, Fluo-8 calcium fluorescence; inhibition, % at 3 µM; 360,000 compounds, 0.73% hits;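 active = inhibition above its plate's cutoff, the mean inhibition of sample wells plus 3 SD, cut at about 27% in these data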;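 also: 0% = acetylcholine EC80 with DMSO and 100% = DMSO without agonist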
# Numbers without * were called inactive; nt = not tested or not shown.
# Below each compound: CHO parental Ca, CHRM1 agonist, OXTR potentiator, CHRM1 PAM, CHRM1 antagonist, CHRM4 agonist, CHO-K1 Ca ag, CHO-K1 Ca antag, CHRM4 antagonist
- O=S(=O)(NCc1cc(-c2ccccc2)no1)c1ccccc1Cl
  -11, -10, -1, 13, -4, 1, 0.1, 4, -4
- CCCC1CCc2[nH]nc(C(=O)NN)c2C1 (stereo not given)
  -6, -5, -9, 1, -1, 1, -0.2, 6, 11
- Brc1ccc(CN2C3=NCCCN3c3ccccc32)cc1
  -3, -12, -15, -13, 8, 1, 1.7, 4, 14
- CCCCNCc1nc2ccccc2c(=O)[nH]1
  -7, -2, -2, 2, 3, 1, -0.4, 2, 11
- CCc1ccc(C(=O)NNC(=O)c2n[nH]c(=O)c3ccccc23)cc1
  -12, -5, -1, -3, 5, -1, -0.4, -4, -3
- COc1ccc(Cn2c(=O)[nH]c3cc(C(=O)NCCc4ccc(S(N)(=O)=O)cc4)ccc3c2=O)cc1
  -1, -2, -5, 8, 3, 2, 0.4, -6, 2
- N/C(=N\OC(=O)c1cccnc1)c1ccc(Cl)cc1Cl
  -6, -1, -10, -8, 16, 1, -0.3, 12, 0
- Cc1cc(C)c(NC(=O)CSc2ccc(-c3cccnc3)nn2)c(C)c1
  -13, -5, -3, 2, 6, 0, 0.5, -13, 3
- C=CCn1c(SCC(N)=O)nc2nc3c(cc2c1=O)COC(C)(C)C3
  -8, -2, 0, 10, -10, 1, 2.0, -12, -4
- CCn1cc(C(=O)N2CCc3ccccc32)c(=O)c2cc(S(=O)(=O)N3CCCC3)ccc21
  -18, -13, -9, 4, -15, 1, -0.1, -10, 10

# An excerpt from above in order of number of heavy atoms, ascending.
# Below each compound: CHO parental Ca, CHRM1 agonist, OXTR potentiator, CHRM1 PAM, CHRM1 antagonist, CHRM4 agonist, CHO-K1 Ca ag, CHO-K1 Ca antag, CHRM4 antagonist
- N/C(=N\OC(=O)c1cccnc1)c1ccc(Cl)cc1Cl
  -6, -1, -10, -8, 16, 1, -0.3, 12, 0
- Brc1ccc(CN2C3=NCCCN3c3ccccc32)cc1
  -3, -12, -15, -13, 8, 1, 1.7, 4, 14
- O=S(=O)(NCc1cc(-c2ccccc2)no1)c1ccccc1Cl
  -11, -10, -1, 13, -4, 1, 0.1, 4, -4
- CCc1ccc(C(=O)NNC(=O)c2n[nH]c(=O)c3ccccc23)cc1
  -12, -5, -1, -3, 5, -1, -0.4, -4, -3
- CCn1cc(C(=O)N2CCc3ccccc32)c(=O)c2cc(S(=O)(=O)N3CCCC3)ccc21
  -18, -13, -9, 4, -15, 1, -0.1, -10, 10
- COc1ccc(Cn2c(=O)[nH]c3cc(C(=O)NCCc4ccc(S(N)(=O)=O)cc4)ccc3c2=O)cc1
  -1, -2, -5, 8, 3, 2, 0.4, -6, 2

# The results go on:
# Below each compound: CHO parental Ca, CHRM1 agonist, OXTR potentiator, CHRM1 PAM, CHRM1 antagonist, CHRM4 agonist, CHO-K1 Ca ag, CHO-K1 Ca antag, CHRM4 antagonist
- O=C(COc1cccc(F)c1)Nc1nc(-c2ccccn2)cs1
  nt, -1, nt, -2, -8, 7, 3.5, 3, -1
- CCc1cccc(NS(=O)(=O)c2c(C)n[nH]c2C)c1
  -1, -1, -4, -4, -23, 3, 0.6, -2, 3
- COc1cccc2cc(C(=O)NCc3ccccn3)c(=O)oc12
  -4, -3, -3, 8, -8, 2, 0.3, -5, -1
- N#Cc1ccc(C(=O)N(Cc2ccccc2)c2ccccc2)cc1
  -37, -5, -4, -2, 9, -1, -0.3, 1, 6
- COc1ccc(-c2cc(C(=O)N3CCCCCC3)c3ccccc3n2)cc1
  nt, -2, nt, 0, -9, 8, 0.7, -2, -11
- CC(=O)Nc1ccc(S(=O)(=O)Nc2ccc(S(=O)(=O)Nc3ncccn3)cc2)cc1
  8, 3, -7, 13, 2, 0, -0.1, -18, -6
- Oc1ccc2ccccc2c1/C=N/c1nc2c(s1)CCCC2
  -4, -3, -13, 4, -5, 0, -0.1, -13, -1
- Cc1ccsc1/C=N\NC(=O)Cn1nnc2ccccc21
  -2, -3, -7, 8, -10, 0, 0.8, -10, 10
- CCCn1c(=O)c2c(C(F)(F)F)cc(-c3cccs3)nc2n(CCC)c1=O
  -1, -6, -5, 2, -1, 1, 0.4, -8, 7
- CCc1ccc(OCC(=O)NNC(=O)CSc2ncnc3sc(C)c(C)c23)cc1
  -8, -4, 1, -1, -13, 0, 0.3, -9, 9
- Cc1nc2sc(-c3ccccc3)nn2c(=O)c1Br
  -6, -7, 4, 7, -4, 0, 0.1, -2, 6
- CNC(=O)NC(=O)COC(=O)c1ccccc1OCc1ccccc1
  16, -2, -8, 5, -5, 3, 2.1, -18, 7
- CCCCc1c(C)nc2nc(SCc3ccc(Cl)cc3)[nH]n2c1=O
  nt, -4, nt, -1, 3, 0, 0.1, -9, -8
- CCOC(=O)N1CCN(Cc2cn3ccccc3n2)CC1
  -17, -3, -5, -2, 0, 0, -0.1, -6, 4
- CC1(C)C=C2[C@H]3CC[C@@H]4[C@@]5(C)CCC(=O)C(C)(C)[C@@H]5CC[C@@]4(C)[C@]3(C)CC[C@@]2(C(=O)O)CC1
  -14, 0, 5, 9, -9, 1, -0.7, 0, -2
- COc1ccc(OC)c(NC(=O)COC(=O)/C=C/c2ccco2)c1
  -10, -3, -4, 6, -2, 1, 0.9, -11, -1
- Cc1ccc(NC2=C(Cl)C(=O)c3ccccc3C2=O)cc1
  31, -9, -9, -8, 13, 0, 0.1, -5, 15
- COC(=O)C1CC(C(=O)OC)C2C(C(=O)OC)CC(C(=O)OC)C12 (stereo not given)
  nt, -1, nt, 8, -12, 1, 0.8, -18, -2
- CN(C)c1cccc(C(=O)NCc2ccccc2Cl)c1
  -17, -6, 0, -7, 2, 1, -0.2, 19, -15
- CCC(=O)Nc1ccc(Cl)c(NC(=S)NC(C)=O)c1
  -3, -3, -10, 4, -5, 1, 1.1, -8, 5
- Cc1ccccc1CN1C(=O)C(O)(CC(=O)c2ccncc2)c2ccccc21 (stereo not given)
  3, -5, -10, 11, -9, 2, 3.2, 1, 4
- Cc1ccc(C(=O)c2c3ccc(N)cc3nn2CCC(N)=O)cc1
  -12, -2, -2, 3, -4, 1, -0.6, -1, 4
- COc1ccc(Cl)cc1NC(=O)CN1CCN(S(=O)(=O)N2CCC(C)CC2)CC1
  -20, 0, -20, 8, -5, 2, 1.2, -16, -9
- CCOC(=O)C1(CC2CC2)CCN(Cc2cn(C)c3ccccc23)CC1
  -19, -11, -8, -24, 32*, 7, 3.4, 4, 6
- COc1cccc(C(=O)NC2CCN(CC(=O)NCc3ccccc3F)CC2)c1
  -8, -4, 1, 7, -15, 2, 1.8, -5, 0
- Cc1cccc(NC(=O)/C(C#N)=C/c2ccccc2Cl)n1
  -29, 0, -2, 2, -11, 1, 0.2, -9, -6
- Cc1cccc(C)c1NC(=O)CS(=O)CC(=O)NCCCc1ccccc1 (stereo not given)
  -2, -5, -6, 7, -12, 1, 0.4, -3, -2
- Cc1ccsc1/C=N/Nc1cccc(C(=O)O)c1
  -3, -4, -8, 4, 4, 1, 5.4, 5, 10
- O=C(COC(=O)Cc1cccs1)NCc1ccc(F)cc1
  -3, 0, -2, 4, -3, 0, 0.4, -1, 4
- COc1ccc(CNc2cc(C)ccn2)c(O)c1
  -20, -8, -8, 5, -9, 1, 1.1, -18, -17
- CCOc1ccccc1NC(=O)CSc1nc2ccccc2nc1N1CCCC1
  -4, 0, -1, -3, 3, 2, 0.4, -14, -3
- CCOc1cc(CNCc2ccncc2)cc(Br)c1OCc1ccc(F)cc1
  -26, -4, -5, -5, 13, 9, 14, -2, 3
- Cn1c(-c2ccncc2)nc2ccccc21
  6, -5, 10, 3, -5, -1, -0.1, -6, -8
- CC(=O)c1cc(F)c(N2CCOCC2)cc1C
  -4, -1, -6, 4, -11, 2, 2.3, -19, 4
- Cc1ccc(C(=O)/C=C\Nc2ccc(C)c(C)c2)cc1
  -23, -8, -3, 7, -3, 0, 0.9, -3, 8
- O=C(NCCc1ccccc1)c1noc2c1CCCCC2
  -1, -12, -5, -8, 0, 4, 1.2, 0, 0
- COc1ccccc1N1CCN(C(=O)/C=C/c2cccc([N+](=O)[O-])c2)CC1
  -16, -3, -8, 3, -5, 4, 9.9, -3, -1
- CCOC(=O)C1CCCN(C(=O)c2ccc3c(=O)n(CCOC)c(=S)[nH]c3c2)C1 (stereo not given)
  -9, 0, -6, 0, -4, 7, 6.9, 1, 5
- CCOC(=O)C1=C(N)Oc2c(c(=O)[nH]c3ccccc23)C1c1ccccc1 (stereo not given)
  -6, -3, -9, 10, -6, 2, 1.7, -5, 7
- CC(C)(C)n1c(O)c2ccc(C(=O)N=NC(=O)c3ccccc3)cc2c1O
  -13, 2, -11, -4, 7, 21, 4.6, 2, 0
- CCOC(=O)c1ccc2c(c1)N(C)C(=O)c1ccccc1S2
  -9, -6, -6, 2, -5, 1, -1.2, -9, -17
- COCCn1c(SCC(=O)Nc2ccc(OC)c(S(N)(=O)=O)c2)nc2ccccc21
  -7, -6, 5, 8, -1, 0, -0.5, -10, 2
- COC(=O)c1ccccc1Sc1snnc1C
  -2, -9, 2, 6, -8, 2, 0.5, -10, 1
- CCN(C[C@H]1N[C@@](Cc2ccccc2)(C(=O)OC)[C@H]2C(=O)N(Cc3ccccc3)C(=O)[C@@H]12)C(=O)C1CCCCC1
  -25, -3, -6, 10, -10, 0, 0.2, -19, -8
- O=c1[nH]c(=S)[nH]c2c1C(c1ccc(Cl)cc1)OC(CCc1ccccc1)C2 (stereo not given)
  nt, 0, nt, 3, -23, 5, 1.8, -12, 6
- O=C(CC1NC2CCCCC2NC1=O)Nc1ccc2c(c1)OCO2 (stereo not given)
  -3, -5, 4, 0, 4, 1, 0.5, 4, 10
